From PubChem BioAssay
TIM10 inh: inhibits growth of TIM10 yeast strain | S. cerevisiae TIM10 strain growth, BacTiter-Glo luminescence, 24 h | inhibition, % at 10 µM | actives 1.4% (n = 330,000) | AID 463195;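 active = inhibition of 40% or more at the single tested concentration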;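 note: wild-type TIM10 isogenic control strain grown at permissive 25 °C; 0% = DMSO yeast wells and 100% = minimal medium wells without yeast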
Mdm2-MdmX inh: inhibitors of human Mdm2/MdmX interaction | O15151+Q00987 | SaOS-2 split-luciferase Mdm2/MdmX complementation, luminescence | inhibition, % at 8 µM | actives 3% (n = 330,000);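 active = inhibition of at least 50% at 8 µM in the primary screen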
APJ antag: antagonists of human APJ apelin receptor. CHO-K1 APJ beta-arrestin complementation, luminescence. P35414. actives 0.32% (n = 330,000). inhibition, % at 20 µM;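 active = inhibition above about 40% at 20 µM, limit read from the data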;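 note: cells challenged with 10 nM apelin-13 agonist together with compound; plate controls were apelin-13 plus DMSO wells for no effect and DMSO wells lacking apelin-13 for full effect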
Target sequence (P35414 whole entry, looked up): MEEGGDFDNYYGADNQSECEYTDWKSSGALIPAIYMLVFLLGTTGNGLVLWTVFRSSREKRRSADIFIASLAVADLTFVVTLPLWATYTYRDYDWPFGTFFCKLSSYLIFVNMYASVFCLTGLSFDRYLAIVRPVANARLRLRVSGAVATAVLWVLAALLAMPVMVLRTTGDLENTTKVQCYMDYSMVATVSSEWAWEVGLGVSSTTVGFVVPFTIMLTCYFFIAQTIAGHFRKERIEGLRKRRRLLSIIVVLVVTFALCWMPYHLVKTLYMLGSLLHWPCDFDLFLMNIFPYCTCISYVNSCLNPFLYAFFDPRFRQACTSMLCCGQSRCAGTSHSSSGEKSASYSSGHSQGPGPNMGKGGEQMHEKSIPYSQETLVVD
APJ ag: activates the human apelin receptor APJ; P35414; AID 2520; CHO-K1 APJ PathHunter beta-arrestin, luminescence; 0% DMSO wells, 100% apelin; actives 0.11% (n = 330,000); activation, % at 20 µM;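 active = activation more than six SD over the plate average, tested at 20 µM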;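 note: 0% = DMSO alone and 100% = apelin-13 at 10 nM; some results filed as inactive read as strong as hits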
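Assay system – PathHunter CHO-K1 APJ (AGTRL-1) beta-arrestin reporter cells · Compound – one dose, 20 µM compound, 1% DMSO · Timing – compound 90 min 25 °C, reagent 1 h · Measured by – luminescence from split beta-galactosidase complementation, Galacton Star/Emerald II substrate · Measure – beta-arrestin recruitment to APJ as agonist activity, luminescent signal · Benchmarks – DMSO vs Apelin-13 10 nM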
tim23-1 inh: inhibits growth of tim23-1 mutant yeast; S. cerevisiae tim23-1 growth, BacTiter-Glo luminescence, 24 h; inhibition, % at 20 µM; actives 1.3% (n = 330,000); AID 463212;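 active = growth inhibition of the mutant yeast at or above 50%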;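 note: temperature-sensitive mutant grown at 25 °C; plate controls were DMSO-treated mutant yeast for no effect and medium wells lacking yeast for full effect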
tim10-1 inh: tim10-1 yeast growth inhibition; S. cerevisiae tim10-1 ts strain growth, BacTiter-Glo, 24 h; inhibition, % at 20 µM; actives 2.2% (n = 330,000);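 active = inhibition of at least 40%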;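 note: mutant grown at 25 °C; 0% = DMSO wells with yeast and 100% = wells holding no yeast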
XBP1 UPR activ: adaptive UPR (XBP1) activation; activation, % at 20 µM; CHO-XBP1 luciferase reporter, IRE1-XBP1 UPR activation, luminescence; percent of tunicamycin response, DMSO as zero; actives 0.33% (n = 330,000);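 active = versus positive control, 20 µM dose yields 30% or more activation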;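 note: 100% = tunicamycin at 10 µg/mL and 0% = DMSO only wells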
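Material: CHO-XBP1 cells stably carrying IRE1-XBP1-driven luciferase reporter / Amount: 1000 cells per well / Compound: 20 µM, 1% DMSO / Times: 6 h treatment, 37 °C / Detection: luciferase luminescence / Measure: % activation of reporter signal versus tunicamycin and DMSO controls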
UPR CHOP act: activators of apoptotic arm of unfolded protein response (CHOP) | CHO-CHOP luciferase reporter, UPR activation, luminescence; percent of tunicamycin response over DMSO baseline | activation, % at 10 µM | actives 0.34% (n = 330,000) | AID 449763;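 active = at 10 µM dose, activation of 40% or more, normalized to positive control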;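 note: 100% = tunicamycin at 10 µg/mL and 0% = DMSO alone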
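System: CHO CHOP reporter cells. Amount: 500 cells per well. Buffer or medium: F12 medium, 10% FBS. Compound dosing: one dose, 10 µM in 0.5% DMSO. Incubation: 6 h compound exposure at 37 °C after overnight seeding. Technique: Steady-Glo luciferase luminescence. Benchmarks: tunicamycin and DMSO controls.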
CXCR6 block: CXCR6 (human) receptor inhibition; O00574; CHO-K1 PathHunter CXCR6 beta-arrestin, luminescence; inhibition, % at 20 µM; actives 0.36% (n = 360,000); in the data active = inhibition above about 34%, passing the limit was not always enough;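 note: antagonist mode with CXCL16 agonist at 10 nM final; 0% = 10 nM CXCL16 with DMSO and 100% = unstimulated wells without agonist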
Target sequence (O00574 whole entry, looked up): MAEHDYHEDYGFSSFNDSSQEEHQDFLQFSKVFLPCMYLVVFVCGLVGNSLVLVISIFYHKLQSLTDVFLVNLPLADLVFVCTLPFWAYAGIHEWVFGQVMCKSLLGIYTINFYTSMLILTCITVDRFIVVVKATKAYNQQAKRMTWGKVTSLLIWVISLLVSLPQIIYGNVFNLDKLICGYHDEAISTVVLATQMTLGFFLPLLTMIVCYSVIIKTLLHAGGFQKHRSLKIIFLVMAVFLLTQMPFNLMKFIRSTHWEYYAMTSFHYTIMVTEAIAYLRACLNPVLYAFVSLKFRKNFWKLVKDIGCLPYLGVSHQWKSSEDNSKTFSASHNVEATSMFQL
Active calls of the source: *; . = not tested or not shown. A portion of the library. The share of hits here may be higher or lower than overall.

nr	Molecule	TIM10 inh	Mdm2-MdmX inh	APJ antag	APJ ag	tim23-1 inh	tim10-1 inh	XBP1 UPR activ	UPR CHOP act	CXCR6 block
1	N#Cc1ccc(-c2nc3ccccc3c(=O)n2O)cc1	2	-2	-10	-2	40	17	-4	-0.5	1
2	O=C(Nc1cccc(Cl)c1)NC1CCS(=O)(=O)C1 (configuration not stated)	11	-2	7	-5	4	0	-2	-1.2	-2
3	COc1ccccc1-c1c(C)oc2c(CN3CCCCC3C)c(O)ccc2c1=O (configuration not stated)	-1	-1	-4	-3	5	16	7	0.8	-5
4	CCc1cccc(C)c1NC(=O)COC(=O)CSCc1ccccc1	-9	-19	7	2	11	5	-1	-0.7	-8
5	CCc1ccc(CN(C)CC(=O)Nc2sccc2C#N)cc1	7	12	13	-1	21	-3	-1	3.3	-3
6	COc1ccc(CCNC(=O)CSc2nc(C)nc3sccc23)cc1OC	-3	21	-4	0	11	13	-4	-0.3	-3
7	COc1ccc(N(CC(=O)Nc2ccc(OC)cc2OC)S(=O)(=O)c2ccccc2)cc1	18	10	13	-1	24	10	-2	-1.3	10
8	OC(c1ccccc1)c1nccn1Cc1ccccc1 (configuration not stated)	8	19	-12	-2	-4	0	2	-1.4	-5
9	CC(NC(=O)COC(=O)Cn1cc(C(F)(F)F)ccc1=O)c1ccccc1 (configuration not stated)	1	32	4	-2	12	9	-3	-0.5	-3
10	O=[N+]([O-])c1ccccc1S(=O)(=O)Nc1nc2ccccc2s1	3	14	11	4	12	5	-4	-0.7	4
11	COc1cc(C=O)cc(OC)c1OS(=O)(=O)c1ccc(NC(C)=O)cc1	9	-19	3	0	14	16	0	2.4	-2
12	COc1ccc(NC(=O)c2c(Cl)cnn2C)c(C)c1	-10	-35	18	-4	0	6	-3	-0.8	-14
13	Cc1cc(/C=C2\SC(=O)NC2=O)c(C)n1-c1ccc(N2CCOCC2)cc1	21	27	-5	-3	17	14	-4	1.7	5
14	CC(C)(SC(=S)N1CCOCC1)C(=O)O	1	15	3	-2	4	-8	4	-0.8	1
15	Cc1c(Cl)c([N+](=O)[O-])nn1CC(=O)Nc1ccc2c(c1)OCO2	-15	6	27	-3	4	-6	-5	-2.0	-1
16	CCOC(=O)Nc1ccc2c(c1)N(C(=O)N1CCN(C)CC1)c1ccccc1CC2	11	11	13	-4	9	5	3	0.2	-5
17	CC(C)C(NC(=O)CCNC(=O)c1ccccc1Cl)c1nc2ccccc2[nH]1 (configuration not stated)	-3	0	16	-2	6	14	-3	-1.4	-2
18	CCC(C)NC(=O)C1CCC(=O)N1Cc1ccc(C)cc1 (configuration not stated)	-9	3	-10	-3	3	14	1	-3.4	2
19	COC(=O)CCCC(=O)N1CCC(CCC(=O)NC2CC2)CC1	2	8	19	-3	9	8	-4	2.2	-4
20	O=[N+]([O-])c1ccccc1/C=C/CN1CCCCC1CO (configuration not stated)	-7	2	13	-3	8	6	0	1.7	-6
21	O=C(N/N=C/c1ccc(Sc2nc3ccccc3s2)c([N+](=O)[O-])c1)c1ccccn1	-8	74*	-16	-1	-14	-10	-6	-3.4	4
22	C=CCn1c(C)cc(C(=O)COC(=O)CNC(=O)c2ccccc2)c1C	-2	29	4	-1	-5	4	-8	-7.0	-11
23	CN(C)CCCNC(=O)c1ccccn1	-9	-11	-3	-2	5	2	1	-1.0	11
24	Cc1ccc(-c2nc(CS(=O)(=O)CC(=O)NCCN3CCCC3)c(C)o2)cc1	-4	18	-10	-4	-13	-4	0	-1.4	0
25	Nc1[nH]c(=O)[nH]c(=O)c1N=Nc1ccc(C(=O)O)cc1	-17	-22	12	-2	1	14	-4	-2.1	2
26	Cc1cc(C)cc(C(=O)NCCCN2CCOCC2)c1	-2	2	6	1	4	3	-5	0.9	-3
27	Cc1ccc(NC(=O)Cn2ncn3c(cc4ccccc43)c2=O)c(C)c1	8	6	14	2	2	8	-1	-2.3	4
28	COCC(=O)NC1CCN(CC(=O)Nc2ccc(OC)cc2[N+](=O)[O-])CC1	4	17	11	2	2	-22	0	-1.1	-5
29	COCCn1c(SCC(=O)Nc2ccc(Cl)cn2)nnc1-c1ccncc1	1	13	-12	-2	8	9	0	1.6	1
30	CC(=O)N1CCN(S(=O)(=O)c2cccc(C(=O)Nc3ccccc3N3CCCCC3)c2)CC1	21	15	-15	-3	23	21	4	1.7	5
31	Cc1cc(C(=O)Nc2nc3c(s2)CCCC3)cs1	22	-160	-14	4	23	16	-2	-0.3	7
32	CC/C(=N\NC(=S)NC(C)C)c1ccc(OC(F)F)cc1	27	-13	27	-4	30	33	4	-1.2	8
33	CCOc1ccc(CC(=O)Nc2sc(Cc3ccccc3)cc2C(N)=O)cc1OCC	-6	15	14	4	11	3	1	1.5	4
34	COc1ccc(C(=O)Nc2c(F)c(F)c(F)c(F)c2F)c(OC)c1	0	13	-11	-3	9	6	-1	-4.6	-4
35	CCOc1ccc(N=C2NC(=O)/C(=C/C(=O)OC)S2)cc1	20	7	-3	-2	23	32	-3	-0.6	-2
36	Cc1cc(C)cc(Oc2c(C(F)(F)F)oc3cc(OCC(=O)O)ccc3c2=O)c1	-9	18	-8	-1	10	14	1	-2.9	0
37	CCn1c(=O)c2c(nc3n2CCCN3CCc2ccccc2)n(C)c1=O	13	18	-3	-1	19	16	-2	0.0	-7
38	CC(C)CCNC(=O)C(c1cccnc1)N(Cc1ccccc1)C(=O)Cn1nnc2ccccc21 (configuration not stated)	3	14	5	-5	2	6	-1	0.6	6
39	N#Cc1ccc(NC(=O)Cn2cnc([N+](=O)[O-])c2)cc1	3	-24	12	-3	-1	-7	-5	-1.0	-2
40	N#C/C(C(=O)Oc1ccccc1)=C1\C=Cc2ccccc2N1	1	-20	5	1	-11	13	3	4.0	-4
41	COCCNc1oc(-c2ccc(Cl)cc2)nc1C#N	11	-21	1	2	0	9	2	5.2	-3
42	CC(=O)c1ccc(OCCCC(=O)Nc2cccc(S(=O)(=O)N3CCCCCC3)c2)cc1	-12	17	6	-3	11	9	-1	-0.9	0
43	Cc1cc(C)c([N+](=O)[O-])cc1-c1ccc(/C=N/NC(=O)c2nonc2N)o1	-9	28	17	-6	-15	-16	5	1.6	8
44	O=C(CNC(=O)c1ccc(Cl)cc1)OCc1nc2ccccc2s1	-13	9	7	-3	-9	1	0	-0.2	-6
45	Cc1ccc2c(c1)nnn2C1CCN(CC(=O)N2CCN(c3ccc(F)cc3)CC2)CC1	26	7	13	-2	11	23	-1	-2.3	5
46	CSc1ncc(Cl)c(C(=O)Nc2ccc(C)c(C)c2)n1	8	16	10	-4	24	26	-4	2.3	-2
47	COc1ccc(Sc2nc(-c3ccccc3)ncc2OC)cc1	14	30	3	-4	1	-2	3	-0.9	0
48	CCCc1ccc(-c2csc(NC(=O)Cc3cccs3)n2)cc1	11	3	-48	-2	20	20	2	-2.8	0
49	O=C(c1cc(-c2ccc(O)cc2)on1)N1CCN(c2ccc(F)cc2)CC1	41*	6	3	-1	52*	49*	1	1.8	-1
50	Cc1ccc(-n2c(C)cc(C(=O)CN3CCCCC3)c2C)cc1	7	-3	-13	-4	-1	10	4	6.3	-8
51	C[C@@H]1CN([C@H](C)CO)C(=O)c2cc(NC(=O)Nc3ccc(C(F)(F)F)cc3)ccc2O[C@H]1CN(C)Cc1ccc(Cl)c(Cl)c1	-10	98*	-32	0	21	5	19	184*	-8
52	Cc1c(OCC(=O)NCc2cccnc2)ccc2c3c(c(=O)oc12)CCCC3	0	2	-57	3	-3	-7	-3	-2.1	7
53	O=C(Nc1ccc(F)c([N+](=O)[O-])c1)c1cccs1	8	14	3	-1	53*	-15	1	2.1	6
54	O=C(Nc1cccc(F)c1)C1CCCN(S(=O)(=O)c2cccc3cccnc23)C1 (configuration not stated)	8	15	8	3	6	19	-5	0.7	-4
55	CC(Cc1cccs1)NC(=O)Nc1ccccc1 (configuration not stated)	4	-38	-5	5	9	8	-1	2.5	-1
56	O=C(CCCOc1ccc(Cl)cc1Cl)Nc1ccc(O)cc1C(=O)O	-7	-4	2	4	6	16	0	2.3	5
57	COC(=O)Cn1cnc2c(nnn2Cc2ccc(Cl)cc2)c1=O	3	-3	14	-2	-7	2	0	1.4	1
58	COc1cc(OC)cc(C(=O)Nc2cccc(-c3ccc4nncn4n3)c2)c1	18	3	-15	2	3	6	-4	-2.1	.
